Compound activity deposited in PubChem by Small Molecule Screening Facility, UW Madison.
RMI-FANCM inh = RMI-FANCM interaction inhibition; Fluorescence polarization, RMI core complex with F-MM2 peptide; stronger effect = lower value; 0.58% of 70,000 active; FP signal (polarization) at 33 µM; in the data active means FP signal below about 40; further: inactives centre near 61; strong numbers were not always called active; unit not given here
Active calls of the source: *; & = joins results of further samples. These rows are one share of the data (hit frequency here may not be typical).

smiles,RMI-FANCM inh
Cc1ccnc(SCCn2c(N3CCN(c4ccccc4)CC3)nc3c2c(=O)[nH]c(=O)n3C)n1,62
O=S(=O)(NCCc1ccccc1)c1ccc(Cl)c(C(F)(F)F)c1,59
CCCc1c(C(=O)Nc2ccc(S(=O)(=O)Nc3nc(C)cc(C)n3)cc2)cnn1-c1ccccc1,56
CCOc1ccc2nc(NC(=O)c3cccn(OCc4ccc(F)cc4)c3=O)sc2c1,61
CCC(C)(C(=O)NC1CCCC1)N(CC1CCCO1)C(=O)c1ccc(=O)[nH]c1 (stereo unspecified),59
O=C(NCc1ccc2c(c1)OCO2)C(=O)Nc1c2c(nn1-c1ccc(F)cc1)CSC2,73
Cc1ccc(-c2cn3c(CC(=O)Nc4cccc(C)c4C)csc3n2)cc1,64
Cc1cccc(NC(=O)NCC(c2ccco2)N2CCc3ccccc3C2)c1 (stereo unspecified),58
O=c1[nH]c2cc3c(cc2c(=O)n1Cc1nc(-c2ccc(F)cc2)no1)OCO3,81
CC(C)CNC(=O)c1ccc2c(=O)n(C(C)C)c3nn(Cc4ccc(F)cc4)c(=O)n3c2c1,73
Cc1ccc(C(C[N+](=O)[O-])n2nc(C)cc2C)cc1 (stereo unspecified),64
O=C(Nc1nccs1)c1cc(Cl)sc1Cl,59
O=C(NCCN1CCN(c2ccccc2F)CC1)C(=O)NCc1ccc2c(c1)OCO2,96
COc1cccc(-n2nnc3c(N4CCN(C(=O)C5CCCCC5)CC4)ncnc32)c1,54
Cc1c(CCOC(=O)C23CC4CC(CC(C)(C4)C2)C3)sc[n+]1Cc1ccc([N+](=O)[O-])cc1,64
CS(=O)(=O)OCC12CC3CC(CC(C3)C1)C2,57
CN(C)S(=O)(=O)c1ccc(-c2nnc(NC(=O)c3nc4ccccc4s3)o2)cc1,60
C/C(=N/Nc1c(Cl)cc(Cl)cc1Cl)c1c(O)cc(C)oc1=O,50
Cc1cc(C)cc(OCCNC(=O)c2ccc(F)cc2)c1,62
N#Cc1ccsc1NC(=O)c1cc(-c2cccs2)nc2ccccc12,73
COC(=O)C(O)[C@H]1C(C)(C)[C@@H](OC(C)=O)[C@@H]2CC3=C4CC(=O)O[C@@H](c5ccoc5)[C@]4(C)CCC3[C@@]1(C)C2=O (stereo partly specified),58
CN1CCN(C(CNC(=O)NCc2ccccc2)c2ccsc2)CC1 (stereo unspecified),68
CCOC(=O)CC1C(=O)NCCN1C(=S)NC(=O)/C=C/c1cccs1 (stereo unspecified),61
COc1ccc(Cn2c(CO)cnc2SCC(=O)Nc2cccc3ccccc23)cc1,53
Cc1sc(NC(=O)c2ccc(-c3ccccc3)cc2)c(C#N)c1C,76
OC(CN1CCN(c2cccc(Cl)c2)CC1)C(c1ccccc1)c1ccccc1 (stereo unspecified),59
CN(CC(=O)NCCc1ccccc1)S(=O)(=O)c1cccc2cnccc12,51
CCN(CC)CCNC(=O)COc1ccc(OC)cc1,65&55
COc1ccccc1-c1nnc(C2CCN(C(=O)c3cc(C)on3)CC2)s1,60
Cc1oc2c3c(ccc2c(=O)c1-c1ccccc1)OCN(C1CCS(=O)(=O)C1)C3 (stereo unspecified),62
CC(C)S(=O)(=O)c1ccc(CC(=O)Nc2nc(-c3ccccc3)c(C(=O)c3ccccc3)s2)cc1,84
Cc1cccc(NC(=O)c2ccc3[nH]c(C)cc(=O)c3c2)c1,57
CCOc1ccc(S(=O)(=O)NCC2CCN(CCOC)CC2)cc1C,79
O=C(CSc1nc2scc(-c3ccco3)c2c(=O)n1-c1ccccc1)c1ccccc1,115
O=C(N/N=C\C=C\c1ccccc1)c1ccccc1CO,65
Cc1cccc(-n2nnnc2SCC(=O)c2ccc(C)cc2C)c1,66
CCOC(=O)CSc1nnc(-c2ccncc2)n1C,54
O=C(N=Nc1c(O)[nH]c2ccc([N+](=O)[O-])cc12)c1ccncc1,62
COc1cccc(C2C3=C(CC(C)(C)CC3=O)Nc3nc(SCC(C)=O)[nH]c(=O)c32)c1 (stereo unspecified),58
Cc1ccc(NC(=O)c2n[nH]nc2Nc2cccc(F)c2)c(Cl)c1,64
O=S(=O)(NCCOc1ccc2c(c1)OCO2)c1ccc(C(F)(F)F)cc1,62
O=C(Nc1nc(CCC(=O)N2CCc3ccccc3C2)cs1)c1ccc(=O)[nH]c1,62
COc1ccc(S(=O)(=O)NCC2(c3cccs3)CCCC2)c(C)c1,69
COc1ccc(-c2cc3c(=O)n(Cc4nc(-c5ccc(Cl)cc5)no4)ccn3n2)cc1,105
Cn1c(=O)c2c(ncn2CC(=O)OCc2ccccc2)n(C)c1=O,61
CCCn1nc(-c2ccccc2)c2sc(N3CCCC3)nc2c1=O,64
CCN(Cc1ccccc1)S(=O)(=O)CCNC(=O)c1ccc(OC)cc1,55
CCCS(=O)(=O)NCc1nnnn1-c1cccc(F)c1,53
N#C/C(=N/Nc1cc(C(F)(F)F)ccc1Cl)c1nc(-c2cccc([N+](=O)[O-])c2)cs1,59
O=C(NCC1CCN(Cc2ccco2)CC1)C(=O)Nc1ccc2c(c1)OCCO2,70
O=C(COc1ccccc1O)OCCO,58
COC(=S)Nc1ccccc1,54
CC(C)CN(C1CCS(=O)(=O)C1)S(=O)(=O)c1cccs1 (stereo unspecified),54
O=C(O)C1c2ccccc2Oc2ccccc21,56
CC1CCCN(c2ccc([N+](=O)[O-])cc2)C1 (stereo unspecified),60
CC1(C)Cc2ccccc2C(CCl)=N1,84
Cc1cc(C)cc(C(=O)NCC2CCN(C3CCCC3)CC2)c1,80
CC(C)(C)N1CC(C(=O)O)CC1=O (stereo unspecified),53
CSc1nnc(SCCS(=O)(=O)c2ccc(Cl)cc2)s1,53
O=S1(=O)CCN(Cc2ccc(F)cc2F)CC1,58

Reformatted: entries from further up
> Cc1c(CCOC(=O)C23CC4CC(CC(C)(C4)C2)C3)sc[n+]1Cc1ccc([N+](=O)[O-])cc1
  RMI-FANCM inh: 64
> CCOc1ccc(S(=O)(=O)NCC2CCN(CCOC)CC2)cc1C
  RMI-FANCM inh: 79
> N#C/C(=N/Nc1cc(C(F)(F)F)ccc1Cl)c1nc(-c2cccc([N+](=O)[O-])c2)cs1
  RMI-FANCM inh: 59
> Cc1ccc(NC(=O)c2n[nH]nc2Nc2cccc(F)c2)c(Cl)c1
  RMI-FANCM inh: 64

Further records:
smiles,RMI-FANCM inh
O=C(Nc1nnc(-c2ccc(Br)o2)o1)c1ccc2c(c1)OCO2,71
CC(=O)Nc1ccc(NC(=O)CSc2nc3c(-c4ccccc4)csc3c(=O)n2C)cc1,78
CSc1nc(C=Nc2cccc(Cl)c2)c(O)n1Cc1cccc(Cl)c1,56
Cn1cc(NC(=O)Nc2ccc(F)cc2F)c2ccccc21,49
Cc1nn(CC(=O)N2N=C(c3cccs3)CC2c2ccc(F)cc2)c(=O)c2c1cnn2C(C)(C)C (stereo unspecified),68
Cc1nnsc1C(=O)Nc1ccc(S(=O)(=O)N2CCOCC2)cc1,56
COc1ccc(OC)c2sc(NC(C)=O)nc12,61
C#CCn1c(=NC(=O)c2ccc([N+](=O)[O-])s2)sc2cc(S(N)(=O)=O)ccc21,62
NCCC[C@H](N)CC(=O)N[C@H]1CNC(=O)[C@H]([C@H]2C[C@H](O)N=C(N)N2)NC(=O)/C(=C/NC(N)=O)NC(=O)[C@H](CO)NC(=O)[C@H](CO)NC1=O,52
Cc1cc2nc3[nH]c4ccc(F)cc4c3nc2cc1C,56
CCCCOc1ccc(C(=O)Nc2c3c(nn2-c2cccc(Cl)c2)CS(=O)C3)cc1 (stereo unspecified),60
Fc1cc2c(c(CSc3nc4ccccc4[nH]3)c1)OCOC2,54
CSc1nc(N)n(-c2ncccc2C(F)(F)F)n1,57
Cc1cc(C)c2c(N)nsc2n1,52
Cc1nc(SCC(=O)c2ccc(F)c(F)c2)[nH]c(=O)c1Oc1ccc(Cl)cc1,58
COc1ccccc1N1CCN(CCCCN2C(=O)c3ccccc3C2=O)CC1,56
Cc1ccc2cc(C)c(N/N=C\c3ccc([N+](=O)[O-])cc3)nc2c1,61
Cc1ccc(NC(=O)C(=O)Nc2cc(F)ccc2F)cc1N1CCCC1=O,54
CC(=O)Nc1ccc(C=Nc2ccc(C(C)C)cc2)cc1,58
CCOC(=O)/C(C#N)=C/N/S(C)=N\N=C/c1ccc(N(C)C)cc1 (stereo unspecified),114

Some of the entries above, reformatted:
> COC(=O)C(O)[C@H]1C(C)(C)[C@@H](OC(C)=O)[C@@H]2CC3=C4CC(=O)O[C@@H](c5ccoc5)[C@]4(C)CCC3[C@@]1(C)C2=O (stereo partly specified)
  RMI-FANCM inh: 58
> O=C(CSc1nc2scc(-c3ccco3)c2c(=O)n1-c1ccccc1)c1ccccc1
  RMI-FANCM inh: 115
> Cc1cc(C)cc(OCCNC(=O)c2ccc(F)cc2)c1
  RMI-FANCM inh: 62
> Cc1sc(NC(=O)c2ccc(-c3ccccc3)cc2)c(C#N)c1C
  RMI-FANCM inh: 76

Later entries
smiles,RMI-FANCM inh
Cc1cc(C(=O)N(CCC#N)Cc2ccccc2)no1,59
CCC(=O)OCC(=O)C1(OC(=O)CC)[C@H](C)C[C@H]2[C@H]3[C@H]([C@@H](O)C[C@@]21C)[C@@]1(C)C=CC(=O)C=C1C[C@H]3Cl (stereo partly specified),60
Cc1nnc(C2CCCN(S(=O)(=O)c3ccc(C(C)(C)C)cc3)C2)s1 (stereo unspecified),64
O=C1C(=Cc2cccc([N+](=O)[O-])c2)N=C2SCCCN12,55
Cc1nc(SCC(=O)N2CCOCC2)c2cc(-c3ccccc3)sc2n1,70
COc1ccc(N2CCCS2(=O)=O)cc1NC(=O)C(=O)NCCc1ccccc1,63
COc1cc2ccccc2cc1C(=O)Nc1nc(-c2ccc(F)c(F)c2)cs1,60
O=C1Nc2ccccc2C1Cc1ccccc1 (stereo unspecified),55
COc1cc2cccc(OC)c(=O)c2c(OC)c1OC,57
Cc1cc(C)c(C(=O)Nc2ccc(OC(C)C)cc2)c(C)c1,66
O=C(CSc1ccc(NC(=O)C2CC2)nn1)Nc1ccc(F)c(F)c1,82
Cc1nc(-c2ccc(S(=O)(=O)N3CCN(c4ccc(-n5cccn5)nn4)CC3)s2)cs1,56
CS(=O)(=O)Nc1cc(Br)c(O)c(Br)c1,68
O=c1nc(SCc2cccc3ccccc23)c2c(n1CCO)CCC2,52
CC(C)Oc1ccc(C(=O)NCC2CCN(C3CCCC3)CC2)cc1,80
O=C(NCCCS(=O)(=O)N1CCN(c2ccccc2)CC1)c1ccc2ccccc2c1,65
CCOC(=O)C(=CNc1ccsc1)C(=O)OCC,53
CCOc1ccc(C(N)=O)c(SCC(=O)O)c1,58&53
COC(=O)c1ccsc1N,58
CC1(C)C(=O)NCCN1C(=O)CN1C(=O)c2ccccc2C1=O,67
O=S(=O)(NCCOc1ccc2c(c1)OCO2)c1ccc2c(c1)CCCC2,63
COc1ccc(NC(=O)NCCn2ncccc2=O)c(OC)c1,61
c1cc2c(cc1COCc1ccc3c(c1)CCO3)CCO2,58
O=C(c1cccs1)N1CCN(c2ccc(-c3ccccc3)nn2)CC1,68
COc1cccc(NC(=O)Nc2c(C)nc3sccn3c2=O)c1,67
O=C(Nc1cc(C(F)(F)F)cc(C(F)(F)F)c1)c1sccc1Cl,68
CN(Cc1ccccc1)S(=O)(=O)c1ccc(C(=O)Nc2nc(-c3ccccc3)cs2)cc1,74
O=C(c1cc(-c2ccc3c(c2)OCCO3)on1)N1CCN(C(c2ccccc2)c2ccccc2)CC1,83
FC(F)(F)c1ccccc1-c1ccc(-c2nn3c(-c4ccccc4)nnc3s2)cc1,61
CCOC(=O)c1cc(C#N)c(Sc2n[nH]c(C(F)(F)F)n2)nc1C(F)(F)F,64
O=C(CSc1ccc(NC(=O)C2CC2)nn1)NCc1ccccc1Cl,91
O=C(CCCOc1ccc(Cl)cc1Cl)Nc1ccc(S(=O)(=O)N2CCCC2)cc1,66
CCOCC(=O)Nc1ccc2c(c1)CC(=O)N2CC,68
COc1cccc(CNC(=O)CSc2ccc(-c3sc(C)nc3C)nn2)c1,59
Cc1ccc(Cl)cc1-n1nnc(C(=O)Nc2ccccc2C#N)c1C,78
COc1ccc(N2CCN(C(=O)c3cccs3)CC2)nn1,66
Cn1nccc1-c1nnc(NC(=O)c2cc(Cl)ccc2Cl)o1,68
Cc1ccc(S(=O)(=O)c2c(N)n(/N=C\c3ccccn3)c3nc4ccccc4nc23)cc1,65
O=S(=O)(NCCCN1CCOCC1)c1cccc2cnccc12,54
Fc1cccc(Cl)c1/C=C/c1cnc2ccccc2n1,54
CC(NC(=O)COc1cc(Cl)ccc1Cl)c1ccccc1 (stereo unspecified),55
O=C(Nc1nc2c(s1)COc1ccccc1-2)c1ccc(-c2nc3ccccc3s2)s1,60
O=C1CC(N2CCCCC2)C=C1Nc1ccccc1 (stereo unspecified),53
COC(=O)CSCC(=O)Nc1cc(C(F)(F)F)ccc1Cl,60
COc1ccc(C)cc1Nc1nc(C(=O)N2CCNC(=O)C2)cs1,60
NS(=O)(=O)c1ccc(NC(=O)CSc2nnc(-c3ccco3)o2)cc1,56
COc1cc(Cl)c(C)cc1NC(=O)Cn1c(C)nc2c(sc3cccc(F)c32)c1=O,77
Cc1cc(C(=O)Nc2nc3c(s2)CCC3)no1,55
